Screens as filed in PubChem.
LYPLA1 inh = counter-screen for PME1 inhibitors: inhibitors of human LYPLA1 | O75608 | recombinant LYPLA1, FP-Rh probe fluorescence polarization | inhibition, % at 5.9 µM | 0.16% of 320,000 active | AID 2174;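 active = inhibition above the mean of all tested compounds plus 3 SD, set per campaign, cut at about 14% in these data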;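 also: inhibitors block serine hydrolase probe labeling of LYPLA1 so polarization falls; 0% = enzyme with DMSO and 100% = wells lacking LYPLA1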
Target sequence (O75608 whole entry, looked up): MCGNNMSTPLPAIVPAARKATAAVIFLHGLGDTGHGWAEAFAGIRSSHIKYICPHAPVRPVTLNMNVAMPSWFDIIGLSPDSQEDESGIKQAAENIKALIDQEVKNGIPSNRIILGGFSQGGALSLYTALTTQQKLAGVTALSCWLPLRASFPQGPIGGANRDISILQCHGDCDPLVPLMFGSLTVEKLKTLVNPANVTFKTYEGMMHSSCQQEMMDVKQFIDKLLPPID
PAD4 inh = inhibitors of human PAD4 | Q9UM07 | recombinant PAD4, RCA probe fluorescence polarization | inhibition, % at 6.36 µM | 0.41% of 330,000 active | AID 485272;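 active = percent inhibition above a cutoff equal to the mean of all tested compounds plus 3 SD, cut at about 15% in these data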;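 also: 0% = PAD4 with RCA probe and DMSO and 100% = probe without PAD4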
pPAFAH inh = pPAFAH (human) enzyme inhibition; Q13093; inhibition, % at 3.39 µM; recombinant pPAFAH, FP-rhodamine probe fluorescence polarization; 1.5% of 330,000 active;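 active = inhibition above the mean inhibition across the screen plus 3 SD, cut at about 25% in these data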;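 also: inhibitors block binding of the rhodamine activity-based probe so polarization drops; 0% = enzyme with DMSO and 100% = wells lacking pPAFAH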
LYPLA2 inh = LYPLA2 (human) inhibition in PME1 counter-screen | O95372 | recombinant LYPLA2, FP-Rh probe fluorescence polarization | inhibition, % at 5.9 µM | 0.38% of 320,000 active | AID 2177;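 active = inhibition above the screen-wide mean plus 3 SD, limit set per campaign, cut at about 26% in these data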;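 also: 0% = LYPLA2 with DMSO and 100% = wells lacking LYPLA2 enzyme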
Target sequence (O95372 whole entry, looked up): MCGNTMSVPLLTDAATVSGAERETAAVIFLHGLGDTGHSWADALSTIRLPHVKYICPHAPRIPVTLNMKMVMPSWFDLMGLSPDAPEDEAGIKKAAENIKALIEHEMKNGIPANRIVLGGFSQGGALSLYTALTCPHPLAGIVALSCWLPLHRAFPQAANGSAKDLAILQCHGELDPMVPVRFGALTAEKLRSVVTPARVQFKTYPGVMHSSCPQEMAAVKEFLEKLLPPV
PREPL inhibitor = human PREPL enzyme inhibition | AID 2751 | 0.68% of 320,000 active | Q4J6C6 | recombinant PREPL, fluorescence polarization activity-based probe | inhibition, % at 5.96 µM; in the data active = inhibition above about 43%;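 also: 0% = enzyme with DMSO and 100% = wells lacking enzyme; many of its hits are not listed in these tables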
PAFAH1B3 inh = blocks human PAF acetylhydrolase 1B catalytic subunit 3. recombinant PAFAH1B3, FP-rhodamine probe, fluorescence polarization. inhibition, % at 3.39 µM. 0.28% of 340,000 active. AID 492972;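 active = inhibition above the screen-wide average of all tested compounds plus 3 SD, cut at about 25% in these data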;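 also: 0% = enzyme with DMSO only and 100% = wells lacking PAFAH1B3 protein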
Target sequence (Q15102 whole entry, looked up): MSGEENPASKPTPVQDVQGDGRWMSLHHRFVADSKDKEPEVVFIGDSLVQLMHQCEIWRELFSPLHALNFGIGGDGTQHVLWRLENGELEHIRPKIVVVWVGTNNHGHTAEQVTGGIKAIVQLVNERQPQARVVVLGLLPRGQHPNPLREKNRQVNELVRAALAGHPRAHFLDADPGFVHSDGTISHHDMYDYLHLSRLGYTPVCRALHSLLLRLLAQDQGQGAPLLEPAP
GSTO1 counter = counter-screen for RBBP9 inhibitors: inhibitors of human GSTO1; 1.1% of 300,000 active; recombinant GSTO1, activity-based probe fluorescence polarization; inhibition, % at 5.96 µM;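 active = inhibition above the campaign mean inhibition plus 3 SD, cut at about 35% in these data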;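 also: 0% = GSTO1-1 with DMSO and 100% = wells lacking GSTO1-1 enzyme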
Target sequence (P78417 whole entry, looked up): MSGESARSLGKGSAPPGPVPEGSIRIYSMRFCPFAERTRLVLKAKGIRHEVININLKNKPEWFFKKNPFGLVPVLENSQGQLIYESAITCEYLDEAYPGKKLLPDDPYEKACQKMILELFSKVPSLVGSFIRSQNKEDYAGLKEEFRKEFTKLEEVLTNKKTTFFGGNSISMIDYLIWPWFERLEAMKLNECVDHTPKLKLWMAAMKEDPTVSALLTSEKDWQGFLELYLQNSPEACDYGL
PAFAH1B2 FP inh = blocks human PAF acetylhydrolase 1b catalytic subunit 2; inhibition, % at 3.39 µM; 1.2% of 340,000 active; P68402; recombinant PAFAH1B2, FP-rhodamine activity probe, fluorescence polarization;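 active = inhibition above the mean of all tested compounds plus 3 SD, cut at about 24% in these data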;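 also: 0% = enzyme with DMSO and 100% = wells lacking PAFAH1B2; many of its hits are not listed in these tables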
PME-1 inh = blocks human protein phosphatase methylesterase 1; Q9Y570; recombinant PME-1, FP-Rh probe fluorescence polarization; inhibition, % at 5.9 µM; 0.53% of 320,000 active; AID 2130;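 active = inhibition above the campaign mean of all compounds plus 3 SD, cut at about 26% in these data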;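 also: competitive labeling of PME-1 active site by serine hydrolase directed probe; 0% = PME-1 with DMSO and 100% = wells lacking PME-1 enzyme; inhibitors block probe labeling so polarization falls and inhibition rises; many of its hits are not listed in these tables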
* marks the source's active call; other numbers are inactive results; . = no result given. This is a subset, so the mix of outcomes need not match the whole.

Molecule	PAFAH1B3 inh	PREPL inhibitor	pPAFAH inh	LYPLA1 inh	LYPLA2 inh	GSTO1 counter	PME-1 inh	PAD4 inh	PAFAH1B2 FP inh
CC(NCCN(C)C)C(=O)C12CC3CC(CC(C3)C1)C2 (configuration not stated)	0	4	0	0	2	10	-9	-8	14
CCOC(=O)c1[nH]c2ccccc2c1NC(=S)Nc1cccc(C)c1	-2	10	-7	0	-5	14	-5	-4	5
Cc1ccc(NC(=O)CNC(=O)c2ccco2)cc1Cl	14	-2	-1	0	5	-3	-2	-1	5
OCCC1CN(CCCc2ccccc2)CCN1Cc1ccc(F)cc1 (configuration not stated)	-5	-4	-2	-1	-9	1	0	3	0
Cc1ccc(NC(=O)c2ccc(COc3ccccc3)o2)nc1	1	7	-1	-3	-2	3	-5	-2	3
COc1ccc(-n2cc(CN3CCC(OC)CC3)c(-c3cccc(F)c3)n2)cc1	12	-10	7	3	-3	-13	1	0	0
CCOCCCNC(=O)c1ccc2c(=O)n(Cc3ccc4c(c3)OCO4)c(=S)[nH]c2c1	1	-2	9	0	5	-1	-5	-3	2
C=CCn1c(SCC(=O)Nc2ccc3c(c2)OCO3)nnc1-c1cc(Br)ccc1O	-1	7	5	6	11	10	5	-1	-1
COc1ccc(NC(=O)CSc2ccc(F)cc2)cc1S(=O)(=O)N1CCCCC1	6	3	11	-3	0	12	1	-6	2
COC(=O)C(O)(NC(=O)c1ccncc1)C(F)(F)F (configuration not stated)	6	13	-4	4	1	-4	-3	4	0
O=C(COc1ccc2c3c(c(=O)oc2c1)CCCC3)N1CCN(c2ccccc2)CC1	5	-64	0	1	5	3	-2	0	3
COc1cc(OC)cc(C(=O)OC/C(O)=C(\C#N)c2nc3ccccc3[nH]2)c1	1	-6	7	-6	-10	-3	3	-2	6
O=C(Nc1ccc(N2CCN(C(=O)c3ccc(Cl)cc3)CC2)cc1)c1cc2ccccc2o1	2	12	-3	3	21	3	4	-5	6
Cc1nc2cc3c(cc2s1)OCO3	8	15	0	3	3	6	4	1	2
CCn1c(SCC(=O)O)nc2sc3c(c2c1=O)CCC3	7	-4	9	3	6	18	0	-7	6
O=C(NC(=S)N1CCCCC1CO)C12CC3CC(CC(C3)C1)C2 (configuration not stated)	7	-8	2	-1	3	14	-2	-2	9
O=C(CSCc1ccccc1)NNC(=S)Nc1cccc(Cl)c1Cl	10	-20	32*	5	11	6	9	-3	17
CS(=O)(=O)N(CC(=O)Nc1ccccc1C(=O)N1CCOCC1)c1ccc2c(c1)OCO2	6	4	2	1	8	0	-1	4	2
CCc1ccc(NC(=O)c2cnn(-c3ccccc3)c2C)cc1	-1	1	3	1	2	4	-6	0	5
O=S(=O)(NC1CCN(S(=O)(=O)c2c(F)cccc2F)CC1)c1ccc2c(c1)OCCO2	13	14	-3	.	.	.	.	0	-2
CCOP(=O)(OCC)C1NC(=O)N(c2ccccc2)C1=O (configuration not stated)	2	-2	3	-2	-6	-4	-1	-2	5
CSc1nnc(-c2ccc(NC(N)=S)cc2)o1	2	-6	2	2	-1	-6	-5	0	10
O=C(NC(Cc1ccccc1)C(=O)O)/C(=C/c1cccc(Br)c1)NC(=O)c1ccco1 (configuration not stated)	9	-13	-2	6	12	3	-1	13	0
CC12CC(c3ccccc3O1)C(/C(N)=N/NC(=O)c1ccc(F)cc1)C(=O)N2 (configuration not stated)	11	3	-2	-4	2	2	7	1	-7
O=C(Cn1c(=O)oc2ccccc21)N1CCN(c2ccccc2)CC1	1	5	-3	-3	-2	2	-5	1	-2
CC(CC(=O)Nc1cccc(F)c1)S(=O)(=O)c1ccc2c(c1)NC(=O)CO2 (configuration not stated)	13	2	11	1	-6	-3	-2	1	1
CCOC(=O)CSc1nnnn1-c1cccc2ccccc12	4	9	1	2	5	-6	3	-3	3
Cc1ccc(C2CC(c3cccc(Br)c3)Nc3nnnn32)cc1 (configuration not stated)	3	-58	3	-3	9	-4	0	-1	8
COc1ccc(C)cc1NC(=O)c1cc2c(CO)cnc(C)c2oc1=N	10	1	4	3	1	5	2	1	1
CC1Cc2cc(S(=O)(=O)CCC(=O)NC3CCCCC3)ccc2N1C(=O)C1CC1 (configuration not stated)	2	-4	5	5	9	6	3	-2	2
Nc1nc(SCC(=O)NCCc2ccccc2)[nH]c(=O)c1-c1ccccc1	.	-1	0	2	-2	-2	1	-2	.
CCOC(=O)c1nn(-c2ccccc2)c2nnc(Cc3ccc(Cl)cc3)c(=O)n12	5	9	3	1	2	5	7	-1	6

Entries of single compounds as entered above:
Record of `CC(CC(=O)Nc1cccc(F)c1)S(=O)(=O)c1ccc2c(c1)NC(=O)CO2` (configuration not stated) = PAFAH1B3 inh: 13; PREPL inhibitor: 2; pPAFAH inh: 11; LYPLA1 inh: 1; LYPLA2 inh: -6; GSTO1 counter: -3; PME-1 inh: -2; PAD4 inh: 1; PAFAH1B2 FP inh: 1
Record of `Nc1nc(SCC(=O)NCCc2ccccc2)[nH]c(=O)c1-c1ccccc1` = PAFAH1B3 inh: .; PREPL inhibitor: -1; pPAFAH inh: 0; LYPLA1 inh: 2; LYPLA2 inh: -2; GSTO1 counter: -2; PME-1 inh: 1; PAD4 inh: -2; PAFAH1B2 FP inh: .

Continued.
Molecule	PAFAH1B3 inh	PREPL inhibitor	pPAFAH inh	LYPLA1 inh	LYPLA2 inh	GSTO1 counter	PME-1 inh	PAD4 inh	PAFAH1B2 FP inh
CC(=O)Nc1ccc(C(=O)Nc2ccncc2)cc1	3	0	7	-1	3	3	0	-2	3
O=C(NCc1ccco1)c1csc2c1CCCC2	.	-1	4	-1	2	3	2	-7	.
O=C(c1cc2ccccc2oc1=O)N(Cc1cccs1)Cc1cccs1	13	-8	1	0	1	10	1	0	15
CCCCCCN1CC(O)=C(c2ccccc2)C1=N	9	0	1	1	8	13	-6	3	1
CCOc1ccccc1NC(=O)[C@@H](NC(=O)c1ccccc1F)C(C)C	-1	12	4	1	4	7	-6	-3	-3
Cc1ccc(/C(N)=N/OC(=O)c2cc(-c3ccccc3)nc3ccccc23)cc1	12	-3	-3	-1	0	9	-1	2	2
CCn1c(SCC(=O)Nc2nc(C)cs2)nnc1-c1cccnc1	-1	2	2	1	6	6	1	4	-1
Cn1nc(CC(=O)NC2CCCCC2)c2ccccc2c1=O	5	9	2	3	3	-1	0	-1	3
COc1nccnc1NS(=O)(=O)c1ccc(N=Cc2c(C)[nH]n(-c3ccc(C)c(C)c3)c2=O)cc1	2	20	0	-2	1	7	-3	-11	1
CC(=O)c1c[nH]c(C(=O)Nc2ccc(N3CCCCCC3)cc2)c1	15	10	10	-5	-3	.	4	-7	5
O=[N+]([O-])c1ccccc1/C=N/n1c(-c2cccnc2)n[nH]c1=S	-3	-2	3	-2	-2	5	3	5	6
COc1ccc(/C([O-])=C(/C(=S)Nc2ccc(C)c(C)c2)n2c[n+](C)c3ccccc32)cc1OC	2	18	4	-2	-2	4	2	0	6
Cc1ccc(-c2ccc(S(=O)(=O)N3CCN(C)CC3)cc2)cc1	2	-21	1	5	10	6	9	4	6
CC(CNC(=O)CCc1ccccc1)NC(=O)CCc1ccccc1 (configuration not stated)	.	-17	-2	-2	-1	10	-2	-1	.
Cc1ccc(C(=O)COc2ncnc3cc(Cl)ccc23)cc1	.	-1	-1	-2	25	-8	-3	0	.
CCOC(=O)Cn1nc(CC)c2ccccc2c1=O	-3	14	0	2	1	2	-3	-1	0
Cn1cccc1C(=O)NCC1CCCCC1	2	6	-11	-2	-6	2	-11	-4	4
C=C(C)c1cccc(C(C)(C)NC(=O)N2CCN(c3ccccc3)CC2)c1	2	7	5	0	1	4	0	0	1
COc1ccc(OC)c(NC2=NC3(CCCCC3)N=C(N)N2)c1	9	0	-3	1	-3	8	-1	-1	4
COc1ccc(C2(C(=O)Nc3cc(C)on3)CCOCC2)cc1	1	5	6	0	0	-12	0	-4	2
COc1ccccc1/C=C(/NC(=O)c1ccccc1)C(=O)NCCN1CCOCC1	-7	4	1	1	-2	2	-4	-2	5
COc1ccc(/C=C/C(=O)OCC(=O)c2c(N)n(C)c(=O)n(C)c2=O)cc1	6	34	-2	-3	3	-8	-6	0	3
CCS(=O)(=O)n1nc(-c2ccccc2)nc1SC	-7	4	0	0	-1	-1	-1	0	0
Cc1ccc(C(=O)c2coc3c2C(=O)C(=O)c2ccccc2-3)cc1	0	21	11	-2	-8	20	2	3	6
COc1c(Cl)cc(Cl)cc1CNCc1ccccc1	0	-12	2	2	0	8	3	-1	-3
CCCCC(=O)Nc1cccc(NC(=S)NC(=O)Cc2ccccc2)c1	-1	10	0	3	5	-1	1	5	7
COc1ccc(NC(=O)c2cccc(N3C(=O)C4C5C=CC(C5)C4C3=O)c2)cc1Cl (configuration not stated)	1	34	-2	-3	-2	0	-2	-6	6
CCCCN1C(=O)/C(=C(/C#N)C(=O)N2CCCC2)c2ccccc21	6	17	-1	2	-3	1	5	-7	-1
O=C1/C(=C/c2ccc(F)cc2)CCC1C1CCCC1 (configuration not stated)	2	1	9	1	1	-2	1	-1	0
CC(=O)NC(CC(=O)OCC(=O)c1cc(C)ccc1C)c1ccccc1 (configuration not stated)	10	23	0	.	.	.	.	-1	7
COc1ccc(S(=O)(=O)Cc2ccc(C(=O)N3CCN(c4cc(C)ccc4C)CC3)o2)cc1	6	25	-3	2	-3	5	4	0	3
CSc1nsc(/C=C/Nc2ccc(Cl)cc2)c1C#N	-6	12	5	-8	4	11	6	-14	-4
NC(=O)C1CCN(C(=O)c2ccc(NS(=O)(=O)c3ccc(F)cc3)cc2)CC1	10	2	1	1	3	.	-1	0	7
COc1cc(C(=O)N/N=C/c2cc([N+](=O)[O-])cs2)cc(OC)c1OC	-4	15	-1	8	5	-2	3	5	6
CCCn1nc2cc(C(=O)NCCCCc3ccccc3)ccc2c1OCC	8	12	3	0	1	-6	-1	1	-3
Clc1cccc(-c2sc(Nc3ccccc3)n[n+]2-c2ccccc2)c1Cl	-3	-15	1	1	-2	-5	6	-7	-4
O=C(/C=C/Nc1ccc(S(=O)(=O)Nc2cnc3ccccc3n2)cc1)c1ccccc1	-6	-10	-5	1	1	-4	-2	-3	10
COc1cc(-c2nc(S(=O)(=O)c3ccc(Cl)cc3)c(N3CCOCC3)o2)cc(OC)c1OC	6	38	-2	2	-2	-5	3	1	8
O=c1[nH]c(C2CCN(S(=O)(=O)c3ccccc3C(F)(F)F)CC2)nc2c1nnn2Cc1cccc(F)c1	2	2	-2	-8	-19	47*	19	-1	0
NC(=O)C[n+]1cccc(C(N)=O)c1	5	23	-4	3	-1	1	-1	-3	-1
COc1cc(CN(C(=O)c2ccco2)c2ccc(C)cc2)ccc1O	2	1	3	-3	2	3	-2	3	0
COc1ccc2oc(=O)c(C(=O)N3CCN(c4ccccc4C)CC3)cc2c1	9	-9	4	-1	0	7	1	2	-1
CC(=O)C1=C(C)NC(SCC(=O)c2ccc(Cl)c(Cl)c2)=C(C#N)C1c1ccco1 (configuration not stated)	8	34	10	-14	-13	-3	-11	-9	-1
CN(CCc1ccccn1)C(=O)CCC1CCCN(C(=O)c2cccc(N(C)C)c2)C1 (configuration not stated)	5	5	-3	0	0	2	8	4	-2
CCOC(=O)c1c(C)c(C(=O)NCc2cccs2)c(C)n1CC	10	8	5	-2	-2	-1	-1	-3	4
